BAP1 block – inhibitors of BAP1 deubiquitinase, primary screen, biochemical, Ub-AMC fluorescence, kinetic; recombinant BAP1, Ub-AMC hydrolysis fluorescence kinetic; active compounds read low; activity remaining (% of control), % at 20 µM; 72,000 compounds, 0.48% hits;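 active means activity remaining at or below 50% of control, provided the compound also passes the data quality filters; inactive means the rest, including low values that fail the filters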;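 further: 100% = DMSO wells rate and 0% = substrate alone blank rate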
Target sequence (Q92560 whole entry, looked up): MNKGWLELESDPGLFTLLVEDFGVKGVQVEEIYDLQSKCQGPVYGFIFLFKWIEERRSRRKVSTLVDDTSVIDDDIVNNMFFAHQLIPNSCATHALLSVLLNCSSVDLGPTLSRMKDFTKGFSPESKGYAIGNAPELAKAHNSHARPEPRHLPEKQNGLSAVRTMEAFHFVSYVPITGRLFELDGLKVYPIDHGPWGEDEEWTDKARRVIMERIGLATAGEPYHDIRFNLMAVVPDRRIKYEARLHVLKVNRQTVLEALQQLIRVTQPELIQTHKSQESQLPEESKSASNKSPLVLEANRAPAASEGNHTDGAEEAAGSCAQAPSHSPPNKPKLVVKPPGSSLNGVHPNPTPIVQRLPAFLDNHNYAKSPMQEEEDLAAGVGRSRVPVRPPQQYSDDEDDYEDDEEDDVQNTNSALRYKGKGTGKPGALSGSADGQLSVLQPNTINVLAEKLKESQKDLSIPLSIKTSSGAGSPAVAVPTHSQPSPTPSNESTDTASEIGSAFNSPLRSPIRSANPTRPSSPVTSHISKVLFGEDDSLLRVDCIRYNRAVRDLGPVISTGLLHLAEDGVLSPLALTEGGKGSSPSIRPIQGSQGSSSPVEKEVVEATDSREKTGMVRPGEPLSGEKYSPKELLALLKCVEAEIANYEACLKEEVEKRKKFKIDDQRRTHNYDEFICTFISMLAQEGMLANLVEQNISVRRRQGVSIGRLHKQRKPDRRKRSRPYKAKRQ
HePTP inh – inhibitors of human HePTP phosphatase, primary screen, biochemical, absorbance, leukemia target; AID 521, 2006; Tyrosine-protein phosphatase non-receptor type 7 (Homo sapiens), P35236; 110,000 compounds, 0.64% hits; recombinant HePTP phosphatase activity, OD absorbance; inhibition, % at 20 µM; in the data active means inhibition above about 50%;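 further: plate controls were vehicle for no effect and reference inhibitor for full effect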
Target sequence (P35236 whole entry, looked up): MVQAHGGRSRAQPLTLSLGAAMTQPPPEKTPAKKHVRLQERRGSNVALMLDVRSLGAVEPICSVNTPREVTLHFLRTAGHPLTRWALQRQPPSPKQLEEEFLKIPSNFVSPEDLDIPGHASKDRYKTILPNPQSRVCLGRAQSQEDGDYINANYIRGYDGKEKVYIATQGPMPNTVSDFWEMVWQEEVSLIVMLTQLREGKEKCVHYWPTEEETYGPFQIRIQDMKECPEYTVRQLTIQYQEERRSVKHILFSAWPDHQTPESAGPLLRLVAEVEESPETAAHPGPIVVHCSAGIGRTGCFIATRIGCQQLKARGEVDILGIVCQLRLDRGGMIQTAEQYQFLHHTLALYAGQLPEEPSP
An asterisk follows results filed as active; nt = no result given; & = joins results of further samples.

The line under a structure holds: BAP1 block, HePTP inh
COc1cccc(C(=O)N2N=C(C(F)(F)F)CC2(O)C(C)(C)C)c1 (stereo not drawn)
    nt, -3
CCOC(=O)CSc1nc(N)c2c3c(sc2n1)CCCCC3
    nt, 9
O=C(NCC1CCCO1)c1ccc(I)cc1 (stereo not drawn)
    nt, -15
CCOC(=O)N1CCC(Nc2c(OCC)c(=O)c2=O)CC1
    86, -3
COC(=O)c1cc(Cl)c(NS(=O)(=O)c2ccccc2)cc1OC
    62, 4
Cc1ccc(C(=O)Nc2ccc(N(C)C)cc2)cc1[N+](=O)[O-]
    nt, -9
CN1CCN(c2nc(-c3ccc(Cl)cc3)nc3ccccc23)CC1
    165, 0
CC(=O)c1cc(-c2ccccc2)n(CC(=O)NCc2cccs2)c1C
    89, 7
Cc1cc(Cl)ccc1OC(C)C(=O)Nc1sc2c(c1C(N)=O)CCCC2 (stereo not drawn)
    nt, 2
O=C(O)c1ccc(-c2cccc(OC(F)(F)F)c2)o1
    nt, 2
CCN1CCN(c2ccc(NC(=O)c3cccnc3)cc2Cl)CC1
    95, 5
O=C(COc1ccc2ccc(=O)oc2c1)Nc1ccccn1
    nt, 11
O=C(c1cccnc1)N1CCN(C(=O)c2cccc(F)c2)CC1
    nt, -13
Cc1cc(N2CCN(C/C=C/c3ccccc3)CC2)n2ncnc2n1
    122, 14
CCOC(=O)c1c(NC(=O)C(C)(C)C)sc(C(C)=O)c1C
    145, nt
CC(=O)Nc1ccc(C(=O)CSc2nnc(C)o2)cc1
    63, 4
CC1CCN(C(=O)COC(=O)c2cc3ccccc3cc2O)CC1
    78, -2
O=C(c1ccc(=O)oc1)N1CCCc2ccccc21
    94, 14
CCOC(=O)N1CCN(C(=O)c2ccccc2NC(=O)c2ccc(OC)cc2)CC1
    96, 9
COC(=O)c1ccc(COc2cc(O)c3c(c2)OC(C)(C)CC3=O)cc1
    nt, -2

7 of the compounds above, tab-delimited.
mol	BAP1 block	HePTP inh
Cc1ccc(C(=O)Nc2ccc(N(C)C)cc2)cc1[N+](=O)[O-]	nt	-9
CN1CCN(c2nc(-c3ccc(Cl)cc3)nc3ccccc23)CC1	165	0
CC(=O)c1cc(-c2ccccc2)n(CC(=O)NCc2cccs2)c1C	89	7
Cc1cc(Cl)ccc1OC(C)C(=O)Nc1sc2c(c1C(N)=O)CCCC2 (stereo not drawn)	nt	2
O=C(O)c1ccc(-c2cccc(OC(F)(F)F)c2)o1	nt	2
CCN1CCN(c2ccc(NC(=O)c3cccnc3)cc2Cl)CC1	95	5
O=C(COc1ccc2ccc(=O)oc2c1)Nc1ccccn1	nt	11

Following part
The line under a structure holds: BAP1 block, HePTP inh
Cc1ccccc1/C=N/N1CCN(c2ccccc2)CC1
    nt, -6
COC(=O)c1[nH]c(C)c(/C(O)=C2\C(=O)C(=O)N(CCN(C)C)C2c2ccc(C)o2)c1C (stereo not drawn)
    84, 5
Cc1ccc(C(=O)NCCN(C)C)c(C)c1
    80, 7
C=CCn1c(C)c(C(C)=O)c(N2CCCC2)nc1=S
    99, 3&6
COC(=O)c1cc(NC2c3ccccc3C(=O)N2c2ccc(Cl)cn2)cc(C(=O)OC)c1 (stereo not drawn)
    62, 3
CN(C(=O)c1ccccc1C(=O)c1ccccc1)C1CCS(=O)(=O)C1 (stereo not drawn)
    94, 5
CN1CC(=O)N/C1=N\C(=O)Nc1ccc2c(c1)N(C)C(=O)CS2
    101, -3
CS(=O)(=O)NCCSCc1ccc(Cl)cc1
    nt, -6
c1ccc(CN(Cc2ccco2)C(c2ccncc2)c2nnnn2C2CCCC2)cc1 (stereo not drawn)
    95, 10
CC1=CC(=C(C#N)c2nc3ccccc3s2)C=C(C)N1Cc1ccco1
    nt, 4
COc1ccc2c(c1)-c1c(ssc1=S)C(C)(C)N2C(=O)CSc1nncn1C
    nt, -13
CCOc1ccc(C)cc1S(=O)(=O)Nc1cccnc1
    78, 2
CCN(CC)S(=O)(=O)c1cc(C(=O)Nc2ccccc2C(=O)O)ccc1OC
    93, 5
CC1CCN(C(=O)CNC(=O)Cn2ccc3ccccc3c2=O)CC1
    97, -2
O=C(NCCN1CCN(c2ccccc2F)CC1)C1c2ccccc2C(=O)N2CCc3ccccc3C12 (stereo not drawn)
    87, -4
N/C(=N\OC(=O)c1ccc(Br)cc1)c1cccnc1
    nt, -4
COC(=O)CNC(=O)COC(=O)c1cc(Cl)cc(Cl)c1N
    nt, -6
CCOc1ccc(Nc2cc(C)nc3ncnn23)cc1
    112, nt
CCOC(=O)c1sc(NC(=O)c2ccc(Br)cc2)nc1-c1ccccc1
    120, nt
COC1(OC)N=C(NC(=O)Nc2ccccc2)C2(C#N)C(c3ccccc3)C12C#N (stereo not drawn)
    86, 0
C#CCOc1ccc(/C=C2\C(=O)NC(=O)N(c3ccc(OCC)cc3)C2=O)cc1Br
    nt, -12
CCOC(=O)CCSc1nc(C)cc(C(F)(F)F)c1C#N
    115, 5
Cc1ccc(C)c(NC(=O)CCN2CCOCC2)c1
    120, -7
C=CCc1cccc2cc(C(=O)N3CCN(C(=O)c4ccco4)CC3)c(=O)oc12
    nt, 7
COc1cccc2cc(C(=O)Nc3cccc(C(=O)O)c3)c(=O)oc12
    nt, -13
CCOc1cc(S(=O)(=O)NCCc2cccc(C)c2)c(OCC)cc1-n1cnnn1
    310, 4
COc1cccc(/C=C/C(=O)c2cccc([N+](=O)[O-])c2)c1OC
    nt, -9
CCC(Sc1nc2c(cnn2-c2ccc(Cl)cc2)c(=O)[nH]1)C(=O)OC (stereo not drawn)
    77, 1
O=C(COC(=O)c1cnccn1)c1ccc(OC(=O)c2ccccc2)cc1
    90, 4
CCOC(=O)c1nn2c(C(F)(F)F)cc(-c3ccc(Br)cc3)nc2c1Br
    53, nt
O=S(=O)(c1ccccc1)N1CCN(Cc2ccccc2Br)CC1
    nt, -3
NCC1NCCc2ccccc21 (stereo not drawn)
    nt, -16
COc1ccc2cc(C(c3nnnn3CC3CCCO3)N3CCOCC3)c(=O)[nH]c2c1 (stereo not drawn)
    122, 13
CC(=O)CCc1oc2ccc(Br)cc2c1-c1ccc(C)o1
    nt, -1
COc1cc(NC(=O)COc2cc(C)c(Cl)c(C)c2)c(OC)cc1Cl
    nt, 7
COc1cccc(-n2c(Cc3cc(=O)[nH]c(=O)[nH]3)nnc2SCC(=O)Nc2ccccc2)c1
    100, -3
O=C(NCCN1CCOCC1)c1ccc(=O)oc1
    204, -5
O=C(CCNS(=O)(=O)c1ccccc1F)NCc1ccc2c(c1)OCO2
    100, -6
CCOc1ccc(Nc2oc(-c3cccs3)nc2C#N)cc1
    nt, 15
O=C(N/N=C/c1ccccc1O)C(=O)N1CCCCCC1
    nt, 4
CCC(=O)c1ccc(OCC(O)CN2CCN(S(=O)(=O)N3CCCCC3)CC2)cc1 (stereo not drawn)
    41*, 12
O=C(c1ccc(NC2=NC3CS(=O)(=O)CC3S2)cc1)N1CCc2ccccc2C1 (stereo not drawn)
    86, 2
CS(=O)(=O)N1CCN(Cc2ccc(Cl)cc2)CC1
    nt, -3
CCOC(=O)c1nc(-c2ccc3c(c2)OCO3)[nH]c1C
    98, 8
O=C1CCCc2nc(N3CCc4ccccc43)ncc21
    60, 2
O=C(Nc1ccc2oc(-c3ccc4ccccc4c3)nc2c1)c1ccc(Cl)c([N+](=O)[O-])c1
    56, nt
COc1ccc(N(CC(=O)Nc2ccc(OC)c(Cl)c2)S(=O)(=O)c2c(C)noc2C)cc1
    56, 5
CCn1c2ccccc2c2cc(/C=N/NC(=O)c3cccc([N+](=O)[O-])c3)ccc21
    nt, -17
CCc1cc2c(N[C@@H](C)C(=O)O)ncnc2s1
    106, 8
COc1ccc(NC(=O)COc2cc(C)c(Cl)c(C)c2)cc1OC
    nt, -3
O=C(COC(=O)C12CC3CC(CC(O)(C3)C1)C2)Nc1ccccc1OC(F)F
    98, 13
COc1ccccc1C1/C(=C(/O)c2ccc(OC(C)C)cc2)C(=O)C(=O)N1c1cc(C)on1 (stereo not drawn)
    144, -3
Cc1csc(NC(=O)c2cccs2)n1
    109, 6
CC(=O)Oc1c(-c2ccccc2)c2nc3ccccc3nc2c2ccccc12
    nt, -14
COCCCNC(=O)Cn1ncc2ccsc2c1=O
    100, -3
O=S(=O)(c1ccc(Br)cc1Br)N1CCOCC1
    nt, -12
O=C(Nc1ccccc1)c1ccc(Cl)c(NC(=O)c2cccs2)c1
    nt, 6
CCOC(=O)c1cc(=O)n2[nH]c(-c3ccc(C)cc3)cc2n1
    116, 3
Cc1ccc(NC(=O)CCn2nc(C)cc2C)c(C)c1
    114, 7
CSc1nc(N)nc(SCC(=O)c2ccccc2)c1C#N
    100, 2

Remaining list, next part.
The line under a structure holds: BAP1 block, HePTP inh
Cc1ccc2c(c1)nnn2C1CCN(S(=O)(=O)c2ccc(C(=O)NC3CCCC3)cc2)CC1
    88, 8
O=C(NC(=S)NCc1ccco1)c1ccc([N+](=O)[O-])cc1
    nt, 11
Cc1ccc(S(=O)(=O)C/N=C(/NC(=S)N(c2ccccc2)c2ccccc2)c2ccccc2)cc1
    nt, 9
CCOc1ccccc1OCCN1CCCC1
    nt, -4
COCCn1nnnc1CN1CCN2CCCC2C1 (stereo not drawn)
    105, 6
Cc1ccc(C)c(N2C(=O)C3C4C=CC(C4=C4CCCCC4)C3C2=O)c1 (stereo not drawn)
    nt, -12
CCOC(=O)c1ccccc1NC(=O)C(C)Oc1ccc(Cl)cc1C (stereo not drawn)
    nt, -3
COc1cc(C2CC(=O)C=C(O)C2)cc(OC)c1OC (stereo not drawn)
    nt, -8
COC(=O)c1c(C(=O)OC)c2n(c1C)CCC2
    95, 0
Cc1ccc(Cl)cc1N1CCN(C(=O)C2CCCN(S(=O)(=O)c3cnc[nH]3)C2)CC1 (stereo not drawn)
    101, 7
O=C(O)/C=C/c1cccc(N2C(=O)C=CC2=O)c1
    nt, 89*
CCOC(=O)C1=C(C)NC2=C(C(=O)CCC2)C1c1ccc(N(CC)CC)cc1 (stereo not drawn)
    nt, -4
Cc1ccc2nc(C)cc(NCCO)c2c1
    91, -2
O=C(O)c1ccc(COCC(F)(F)F)cc1
    108, 4
O=C(CCNC(=O)Cn1cnc2ccccc2c1=O)NCCC1=CCCCC1
    95, 1
COC(=O)C1=C(C)NC(=S)NC1c1ccc(OCc2ccccc2)cc1 (stereo not drawn)
    91, nt
O=C(Nc1ccc(Cl)c(Cl)c1)N1CCc2ccccc21
    nt, 1
CCN1CCCC1CNc1ncnc2c1[nH]c1ccc(Cl)cc12 (stereo not drawn)
    106, 2
CC1(C)OC(=O)N(Cc2ccco2)C1(C)O (stereo not drawn)
    109, 1
O=C(COc1ccccc1)N(Cc1cc2ccccc2[nH]c1=O)CC1CCCO1 (stereo not drawn)
    96, -6
O=C(O)COc1ccc2c(=O)c(Oc3ccccc3Br)coc2c1
    nt, 4
COc1ccccc1CNC(=O)C1CCN(Cc2nc(-c3cccc(Cl)c3)oc2C)CC1
    137, -11
COc1cccc(C(=O)N2CCN(C(=O)c3cccs3)CC2)c1OC
    131, 6
COc1ccc2ccccc2c1/C=C1/C(=O)NC(=S)N(c2ccc(Br)cc2)C1=O
    nt, -7
CCOC(=O)c1sc(NC(=O)c2noc3c2CCCC3)c(C(=O)OCC)c1C
    38*, 7
Cc1ccc(C2CC(C(F)(F)F)n3nc(C(=O)N4CCN(C)CC4)c(Cl)c3N2)cc1 (stereo not drawn)
    nt, 8
CCOc1ccc(N2C(=O)NC(=O)/C(=C/c3cc(Br)c(OCC)c(OC)c3)C2=O)cc1
    nt, 9
O=C(CCNS(=O)(=O)c1cccc2nsnc12)NCc1cccs1
    99, -10
COC(=O)c1c(C)oc2cc(Br)c(OCc3cccc(Cl)c3)cc12
    59, nt
CC(=O)Oc1ccc(C)cc1N1C(=O)c2ccc(C(=O)O)cc2C1=O
    110, 2&-10
Cn1c(/N=C/c2cc(Cl)ccc2O)nc2ccccc21
    99, -1
CCOc1cc(-c2noc(N)c2C(=O)OC)cc(OCC)c1OCC
    82, -11
O=C(/C=C/c1ccccc1[N+](=O)[O-])c1ccc(Cl)cc1
    nt, -14
CCOC(=O)c1[nH]cnc1C(=O)NCc1ccccc1
    nt, 7
CCOc1cc(/C=N/Nc2nc(N3CCCCC3)nc(N3CCCCC3)n2)ccc1OC
    nt, 6
CCOC(=O)CN1CC23C=CC(O2)C(C(=O)NC2CCCC2)C3C1=O (stereo not drawn)
    86, 7
COc1ccc(C2=NOC(C(=O)NC(C)C)C2)cc1 (stereo not drawn)
    99, 8
COc1ccc(N(CCC#N)S(=O)(=O)c2ccc(Cl)cc2)cc1
    125, nt
O=C(/C=C/c1ccco1)/C=C/c1ccc(-c2ccc(Cl)c(Cl)c2)o1
    nt, 102*
CCC(NC(=O)Nc1nnc(C(F)(F)F)s1)(C(F)(F)F)C(F)(F)F
    107, 8
CCOC(=O)C(NC(C)=O)(Nc1ccc(S(=O)(=O)Nc2nccs2)cc1)C(F)(F)F (stereo not drawn)
    97, nt
CC(C)CC1NC(=O)N(CC(=O)N2CCN(S(=O)(=O)c3ccc4ccccc4c3)CC2)C1=O (stereo not drawn)
    nt, 3
CCOc1ccccc1NC(=O)CN(c1ccc(OC)cc1)S(=O)(=O)c1c(C)noc1C
    84, 6
C=CCNc1nc(Nc2ccc(OC)cc2OC)nc(OCC)n1
    122, 7
Cc1nc(=O)c(-c2ccccc2)c(C)n1Cc1ccccc1
    96, 4
CCOc1ccccc1NC(=O)COc1cccc(Cl)c1
    52, -3
